IDE cell inh = cellular human IDE inhibition; HEK cells, FAbetaB cleavage, fluorescence polarization; AID 434962; inhibition, % at 5.59 µM; 320,000 compounds, 0.41% hits;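 active = percent inhibition above the average of all tested compounds plus 3 SD, set per screening campaign, cut at about 16% in these data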;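 note: IDE supplied by intact live HEK cells; FP after avidin binding of uncleaved biotin substrate so inhibition keeps polarization high; 0% = DMSO wells and 100% = 60 µM reference IDE inhibitor Ii1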
MEKK2 WT-MEK5 = raises or lowers MEK5 binding to wildtype human MEKK2 PB1 domain | 290,000 compounds, 1.1% hits | bead flow cytometry, Alexa488-MEK5 binding to MEKK2 WT; actives lie on both sides | binding response (% of control), % at 10 µM | AID 1531 | Q9Y2U5; in the data active = binding response below about 67% or above about 130%
SUMO HTRF inh = SUMOylation inhibition; AID 2006; inhibition, % at 35 µM; HTRF SUMOylation assay, SAE1/SAE2 + UBC9, in vitro; P63279; 290,000 compounds, 0.36% hits; in the data active = inhibition above about 50%, passing the limit was not always enough; note: strong numbers were not always called active
MEKK2 mut-MEK5 = signal of MEK5 binding to mutant human MEKK2 PB1 domain; bead flow cytometry, Alexa488-MEK5 binding to MEKK2 mutant; percent response, % at 10 µM; 290,000 compounds, 0.35% hits; AID 1530; in the data active = percent response above about 24%, passing the limit was not always enough; note: inactives centre near 1; some results filed as inactive read as strong as hits; reference of the scale not given here
PfM18AAP inh = blocks P. falciparum M18 aspartyl aminopeptidase; recombinant PfM18AAP, H-Glu-NHMec fluorogenic cleavage; inhibition, % at 7.35 µM; 290,000 compounds, 1.2% hits; AID 1822;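 active = inhibition above the campaign mean inhibition over all tested compounds plus 3 SD, cut at about 28% in these data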;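 note: 0% = plate median of test compound wells and 100% = 2 mM ZnCl2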
IDE cell activ = activators of human insulin-degrading enzyme in cells; P14735; HEK cells, FAbeta-B cleavage, fluorescence polarization; 0% vehicle, 100% cell-free pure enzyme wells; activation, % at 5.96 µM; 340,000 compounds, 0.073% hits;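 active = activation above the mean of all tested compounds plus 3 SD, set per screening campaign, cut at about 17% in these data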
p-CIP stab down = lowers stability of the mouse p/CIP coactivator protein. 290,000 compounds, 0.01% hits. decrease of EGFP signal, % at 10 µM. F442A p/CIP-EGFP cells, EGFP fluorescence, 16 h. Q05BA5;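 active = EGFP signal decrease of at least 30% at 10 µM or well 3 SD below plate mean, unless failing retest; inactive = the rest, including hits failing retest or dose response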; note: some compounds called inactive have numbers as strong as hits; many of its hits are not listed in these tables
Target sequence (Q05BA5 1-1403): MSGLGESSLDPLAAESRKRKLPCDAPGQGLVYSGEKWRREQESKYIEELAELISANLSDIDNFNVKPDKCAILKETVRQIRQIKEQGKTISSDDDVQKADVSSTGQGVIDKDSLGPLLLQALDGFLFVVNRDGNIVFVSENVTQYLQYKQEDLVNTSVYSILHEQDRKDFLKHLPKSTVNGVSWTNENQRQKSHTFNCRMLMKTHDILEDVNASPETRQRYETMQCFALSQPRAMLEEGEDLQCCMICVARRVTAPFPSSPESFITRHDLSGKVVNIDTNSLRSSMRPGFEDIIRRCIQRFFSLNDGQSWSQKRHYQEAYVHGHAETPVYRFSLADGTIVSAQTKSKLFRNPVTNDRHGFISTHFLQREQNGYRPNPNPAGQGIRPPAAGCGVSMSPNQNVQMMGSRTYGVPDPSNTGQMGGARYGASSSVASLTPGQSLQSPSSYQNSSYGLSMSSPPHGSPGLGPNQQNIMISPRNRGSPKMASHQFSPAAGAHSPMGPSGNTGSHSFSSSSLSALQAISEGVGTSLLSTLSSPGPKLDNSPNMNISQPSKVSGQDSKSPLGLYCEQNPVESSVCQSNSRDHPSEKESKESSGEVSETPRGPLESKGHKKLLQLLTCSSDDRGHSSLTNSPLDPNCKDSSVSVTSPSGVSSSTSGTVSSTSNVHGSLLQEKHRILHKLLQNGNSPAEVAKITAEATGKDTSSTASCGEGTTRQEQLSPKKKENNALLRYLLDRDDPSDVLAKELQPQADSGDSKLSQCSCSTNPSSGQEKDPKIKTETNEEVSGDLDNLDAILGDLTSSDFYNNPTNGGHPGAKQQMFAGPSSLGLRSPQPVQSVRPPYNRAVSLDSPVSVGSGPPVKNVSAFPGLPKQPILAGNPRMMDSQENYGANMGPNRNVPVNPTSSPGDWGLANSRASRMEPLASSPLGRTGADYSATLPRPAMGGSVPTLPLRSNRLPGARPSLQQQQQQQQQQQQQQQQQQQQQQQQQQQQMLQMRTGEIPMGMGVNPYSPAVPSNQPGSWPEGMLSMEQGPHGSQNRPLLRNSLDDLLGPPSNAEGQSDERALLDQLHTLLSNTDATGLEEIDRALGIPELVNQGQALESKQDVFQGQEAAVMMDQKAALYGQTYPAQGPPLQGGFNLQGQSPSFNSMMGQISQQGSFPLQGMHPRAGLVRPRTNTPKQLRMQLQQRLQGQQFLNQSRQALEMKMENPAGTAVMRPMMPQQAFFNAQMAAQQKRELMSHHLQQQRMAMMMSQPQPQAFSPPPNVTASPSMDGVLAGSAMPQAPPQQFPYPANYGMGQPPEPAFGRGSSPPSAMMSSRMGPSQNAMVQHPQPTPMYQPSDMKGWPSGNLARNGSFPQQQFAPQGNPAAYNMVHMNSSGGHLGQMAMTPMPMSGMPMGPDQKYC
MEKK3 PB1 HTS = modulators (inhibitors or enhancers) of MEK5 binding to human MEKK3 PB1 domain. Q99759. bead-based flow cytometry, Alexa488-MEK5 binding to MEKK3; actives lie on both sides; 0 = blocked by unlabeled MEK5, 100 = vehicle. binding response (% of control), % at 10 µM. 290,000 compounds, 1.4% hits. AID 1529;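 active = binding response more than 3 SD above or below the average of its plate-row segment, actives on both sides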;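 note: Alexa488 bead fluorescence after subtracting the streptavidin-only scavenger bead signal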
NALP1 yeast inh = inhibitors of NALP1 inflammasome in yeast; inhibition, % at 10 µM; S. cerevisiae NALP1/ASC/caspase-1 growth, X-gal OD620, 72 h; 280,000 compounds, 0.61% hits; in the data active = inhibition mostly above about 24%, no sharp cut-off; inactive = mostly below about 32%; note: some compounds called inactive have numbers as strong as hits
Starred values were filed as active, the others as inactive; x = no result given; [ ] = remark or other dose. The list is partial; rates above refer to the full screens.

SMILES	IDE cell inh	MEKK2 WT-MEK5	SUMO HTRF inh	MEKK2 mut-MEK5	PfM18AAP inh	IDE cell activ	p-CIP stab down	MEKK3 PB1 HTS	NALP1 yeast inh
Cc1ccc(S(=O)(=O)N2CCN(C(=O)N3CCOCC3)C2C)cc1 (stereo unspecified)	7	105	-12	3	1	-2	7	102	25
O=C(c1ccco1)N1CCN(C(=O)c2cccc3c2C(=O)N(Cc2cccnc2)C3)CC1	3	108	17	10	5	4	-10	101	36*
CCCc1cc(C(=O)Cc2nc3ccccc3s2)c(O)cc1O	3	97	28	0	9	2	-22	104	19
Cc1ccc2[nH]c3c(=O)n(Cc4ccco4)cnc3c2c1	3	108	11	2	-2	1	-3	103	-10
O=C(Nc1ccc(S(=O)(=O)Nc2ncccn2)cc1)c1ccc(F)c(S(=O)(=O)N2CCOCC2)c1	-1	95	-8	-4	4	6	0	97	x
O=C(C[n+]1ccncc1)c1ccccc1	-1	109	6	5	4	-1	-36	100	5
Cc1ccc(C(=O)/C=C\Nc2ccc(C)c(C)c2)cc1	0	103	-6	1	0	2	-11	106	23
Cc1onc(C(=O)Nc2ccc3c(c2)OCO3)c1[N+](=O)[O-]	-1	103	19	1	-1	-1	-1	100	20
CCCC(=O)C1C(=O)CC(CC(C)SCC)CC1=O (stereo unspecified)	-2	93	10	-1	6	4	3	96	-3
COc1ccc(F)cc1C(=O)C1CCCN(C(=O)c2ccc(C(C)=O)s2)C1 (stereo unspecified)	9	103	14	0	-2	6	4	103	12
CCO[C@H]1OC(C(=O)NCc2nc3ccccc3[nH]2)=C[C@@H](c2cn(C(C)=O)c3ccccc23)[C@@H]1CCCO	2	106	x	2	x	3	x	101	x
Cc1ccc(CS(=O)(=O)Cc2ccc(C(=O)NCCCN3CC(C)CC(C)C3)o2)cc1 (stereo unspecified)	0	94	x	-2	-6	9	-1	94	22
CCOC(=O)C(C)Sc1snnc1C (stereo unspecified)	4	104	x	-4	3	4	x	99	x
Cc1cc(C)n(-c2nc(Nc3ccccc3C(F)(F)F)nc(-n3nc(C)cc3C)n2)n1	4	99	-13	5	-4	3	-3	110	10
CCCN1CN(Cc2ccco2)c2nc3ccccc3n2C1	9	103	14	-1	-9	2	2	102	0
O=C(CSc1ccc2nnc(-c3ccccn3)n2n1)Nc1ccccc1	-8	102	16	1	-8	7	2	102	16
CC(C)(C)OC(=O)N1CCC[C@H]1c1nnc(SCc2c(Cl)cccc2Cl)o1	-1	99	20	1	-13	-4	-3	104	26
Cn1c(=O)c2c(nc(Cc3ccc(N)cc3)n2C)n(C)c1=O	-10	92	6	2	2	4	9	92	23
Cc1[nH]c2ccccc2c1C(=O)COC(=O)Cn1c(C(F)(F)F)nc2ccccc21	-2	98	-3	1	-2	2	-16	99	29
COC(=O)CSc1nnc2cc(C)c3ccccc3n12	1	41*[inhibitor]	-7	-12	-3	4	-9	46*[inhibitor]	x
C=CCOC(=O)C1=C(C)Nc2nnnn2C1c1cc(OC)ccc1OC (stereo unspecified)	1	104	-8	9	-8	2	-12	102	-7
COc1cc(C(=S)N2CCOCC2)cc(OC)c1OS(=O)(=O)c1ccc(Cl)cc1	-2	106	-18	1	19	3	-1	106	15
CCCSc1cc(N)cc([N+](=O)[O-])c1	7	94	-7	-5	-3	0	-1	97	18
Cn1nnnc1Sc1ncnc2scc(-c3ccc(F)cc3)c12	3	96	8	-3	0	4	0	91	3
CCCC(=O)Nc1ccc(-c2nc3cc(C)c(C)cc3o2)cc1	2	106	36	1	6	-2	-2	110	-7
COc1cc(C(=O)NC2CCCc3ccccc32)cc(OC)c1OC (stereo unspecified)	2	103	-1	2	0	5	6	104	14
CCOc1ccc(NC(=O)CCC(=O)c2ccc(Br)cc2)cc1	-3	107	23	9	-13	4	-15	106	4
CN(C)c1ccc(/C=N/NS(=O)(=O)c2ccc(Br)cc2)cc1	-1	97	-1	-9	4	8	-5	96	15
COc1c(Br)cc(Br)cc1/C=N/NC(=O)c1cccnc1	x	109	6	11	4	1	4	108	8
Cc1cc(C(=O)NNc2cc(Cl)ccc2Cl)no1	-1	96	15	3	9	0	-24	98	21
O=C(Nc1cccc2c1CCCC2)C1CCN(c2nnnn2-c2ccccc2)CC1	-5	97	-6	-3	-1	1	6	102	26
COc1cc(C(=O)C(=O)c2cc(OC)c(O)c(OC)c2)cc(OC)c1O	0	105	-2	8	5	-1	3	105	3
COc1ccc2c(c1)-c1ccccc1S(=O)(=O)N2C(C)=O	-3	99	21	0	3	-1	-1	102	0
COC(=O)c1cnn(-c2ccc(F)cc2F)c1/C=N/NC(N)=S	-2	92	-5	-3	1	6	5	94	x
c1ccc(-c2nnc(CN3CCN(C(c4ccccc4)c4ccccc4)CC3)o2)cc1	-1	100	3	-3	2	5	-3	101	0
Cc1c(N=Nc2ccc(N(C)C)cc2)c(=O)n(-c2ccccc2)n1C	x	89	-15	-9	-2	4	18	94	1
CCN(Cc1ccccc1)S(=O)(=O)c1ccc(OC)cc1	5	107	20	8	2	2	-16	104	17
Cc1nc2nc(-c3cccnc3)nn2c(C)c1Cl	1	104	-10	2	-14	0	-10	107	24
CCN(CC)c1ccc2cc(-c3nnc(-c4ccccc4)o3)c(=O)oc2c1	36*	60*[inhibitor]	27	-3	-5	-64	-102	89	1
CC1=C(C(=O)Nc2cccc(C(=O)NCc3ccccc3C)c2)SCCO1	2	97	14	2	6	6	-12	95	6

6 entries drawn at random from those above:
SMILES	IDE cell inh	MEKK2 WT-MEK5	SUMO HTRF inh	MEKK2 mut-MEK5	PfM18AAP inh	IDE cell activ	p-CIP stab down	MEKK3 PB1 HTS	NALP1 yeast inh
Cc1nc2nc(-c3cccnc3)nn2c(C)c1Cl	1	104	-10	2	-14	0	-10	107	24
Cc1c(N=Nc2ccc(N(C)C)cc2)c(=O)n(-c2ccccc2)n1C	x	89	-15	-9	-2	4	18	94	1
COc1cc(C(=O)C(=O)c2cc(OC)c(O)c(OC)c2)cc(OC)c1O	0	105	-2	8	5	-1	3	105	3
COC(=O)c1cnn(-c2ccc(F)cc2F)c1/C=N/NC(N)=S	-2	92	-5	-3	1	6	5	94	x
O=C(Nc1cccc2c1CCCC2)C1CCN(c2nnnn2-c2ccccc2)CC1	-5	97	-6	-3	-1	1	6	102	26
CCN(CC)c1ccc2cc(-c3nnc(-c4ccccc4)o3)c(=O)oc2c1	36*	60*[inhibitor]	27	-3	-5	-64	-102	89	1

More structures follow:
SMILES	IDE cell inh	MEKK2 WT-MEK5	SUMO HTRF inh	MEKK2 mut-MEK5	PfM18AAP inh	IDE cell activ	p-CIP stab down	MEKK3 PB1 HTS	NALP1 yeast inh
CC(C)C(=O)OCC(=O)Nc1ccc(N=Nc2ccccc2)cc1	2	110	-28	1	0	3	10	121	22
COc1cc(C)c(C(C)C)cc1S(=O)(=O)N1CCN(C)CC1	-7	102	1	-3	2	-1	-9	100	14
CN1C(=O)/C(=C/c2coc3ccc(O)cc3c2=O)SC1=S	14	85	24	-19	25	-3	-30	85	7
O=C(O)CCCC(=O)Nc1ccc(C(=O)NCc2cccnc2)cc1	4	113	2	6	4	-4	-5	118	5
CN(C)c1nc(NCc2ccccc2)nc(SCC(N)=O)n1	7	113	18	10	10	2	-3	109	6
CCCCOc1ccccc1NC(=O)CSc1nnnn1C(C)(C)C	-3	100	6	0	3	3	-12	103	-26
Cc1ccc(N2C(=O)c3ccccc3NC2(C(=O)O)c2ccccc2)cc1Cl (stereo unspecified)	3	107	0	10	6	0	3	103	-6
O=C(CSc1nccn1-c1ncc(C(F)(F)F)cc1Cl)c1ccc(Br)cc1	1	100	-19	6	3	1	-3	98	4
N#CN=C1CCCCCN1CC(N)=O	-9	102	-10	5	5	-2	-9	101	7
c1cc(CSc2nnc(-c3ccc4c(c3)OCO4)o2)ccn1	2	102	9	-2	4	5	-2	99	0

Of the compounds above, these contain a furan ring, fused or not.
SMILES	IDE cell inh	MEKK2 WT-MEK5	SUMO HTRF inh	MEKK2 mut-MEK5	PfM18AAP inh	IDE cell activ	p-CIP stab down	MEKK3 PB1 HTS	NALP1 yeast inh
O=C(c1ccco1)N1CCN(C(=O)c2cccc3c2C(=O)N(Cc2cccnc2)C3)CC1	3	108	17	10	5	4	-10	101	36*
Cc1ccc2[nH]c3c(=O)n(Cc4ccco4)cnc3c2c1	3	108	11	2	-2	1	-3	103	-10
Cc1ccc(CS(=O)(=O)Cc2ccc(C(=O)NCCCN3CC(C)CC(C)C3)o2)cc1 (stereo unspecified)	0	94	x	-2	-6	9	-1	94	22
CCCN1CN(Cc2ccco2)c2nc3ccccc3n2C1	9	103	14	-1	-9	2	2	102	0

(listing goes on)
SMILES	IDE cell inh	MEKK2 WT-MEK5	SUMO HTRF inh	MEKK2 mut-MEK5	PfM18AAP inh	IDE cell activ	p-CIP stab down	MEKK3 PB1 HTS	NALP1 yeast inh
CCOc1ncccc1C(=O)Nc1ncc(C)s1	4	107	-2	6	-4	-2	-1	116	14
CC(C)CCNC(=O)C(c1ccc(O)cc1)N(C(=O)C1COc2ccccc2O1)c1cccc(O)c1 (stereo unspecified)	-4	102	-9	5	8	-6	-11	111	1
O=C(CSc1nc2ccccc2[nH]1)NCC1CCCO1 (stereo unspecified)	8	102	-3	12	1	1	-4	97	22
CC(=O)Oc1ccc(/C=C(\NC(=O)c2ccco2)C(=O)NCc2ccccc2)cc1	0	96	-1	-4	-7	3	-8	98	5
CN1CCN(c2oc(-c3ccco3)nc2S(=O)(=O)c2ccccc2)CC1	-3	109	38	15	2	3	-8	105	23
NNC(=O)c1[nH]c2ccc([N+](=O)[O-])cc2c1-c1ccccc1	0	103	19	5	-6	-3	-11	103	-1
NC(=S)N=Nc1c(O)n(C2OC(=O)c3ccccc32)c2ccccc12 (stereo unspecified)	6	x	-23	x	-9	-6	-11	x	20
Cc1occc1C(=O)N=Nc1c(O)n(C)c2ccccc12	2	94	-3	-2	-9	4	-1	92	33
CC1(C)CC(=O)C2=C(C1)N=c1s/c(=C/c3ccc(F)c(F)c3)c(=O)n1C2c1ccc(F)cc1 (stereo unspecified)	4	96	4	0	-16	2	-5	98	44
CCOc1ccccc1C1C(C#N)=C(N)Nc2onc(-c3ccccc3)c21 (stereo unspecified)	4	98	-2	-7	-4	-1	-6	101	5
c1ccc(CN(Cc2cccs2)C(c2cccs2)c2nnnn2C2CCCC2)cc1 (stereo unspecified)	1	107	11	4	4	3	-5	106	-4
Cc1cccc(C2c3[nH]c4ccccc4c3CCN2C(=O)c2ccc(=O)[nH]c2)n1 (stereo unspecified)	6	95	8	-7	5	5	18	93	8
C/C(=N\Nc1nc2ccccc2[nH]1)c1ccc(N2CCOCC2)cc1	8	107	-9	0	46*	-2	14	118	-9
COc1ccc(C(=O)N/C(=C\c2ccc(Cl)cc2)C(=O)NCC2CCCO2)cc1 (stereo unspecified)	8	98	18	3	4	0	7	100	-5

Taken from above:
Under MEKK3 PB1 HTS, C/C(=N\Nc1nc2ccccc2[nH]1)c1ccc(N2CCOCC2)cc1 has 118
Under IDE cell inh, COc1ccc(C(=O)N/C(=C\c2ccc(Cl)cc2)C(=O)NCC2CCCO2)cc1 (stereo unspecified) has 8

Screens deposited in PubChem by several laboratories.
